SIRT5 block – SIRT5 desuccinylase inhibitors, primary screen, biochemical, fluorescence imaging, single point, set 5. 330,000 compounds, 1.1% hits. Purified SirT5, succinyl-peptide AMC, trypsin-coupled fluorescence. inhibition, % at 15 µM; in the data active means inhibition above about 15%; inconclusive means no clear call, values can overlap the other calls
Target sequence (Q9NXA8 whole entry, looked up): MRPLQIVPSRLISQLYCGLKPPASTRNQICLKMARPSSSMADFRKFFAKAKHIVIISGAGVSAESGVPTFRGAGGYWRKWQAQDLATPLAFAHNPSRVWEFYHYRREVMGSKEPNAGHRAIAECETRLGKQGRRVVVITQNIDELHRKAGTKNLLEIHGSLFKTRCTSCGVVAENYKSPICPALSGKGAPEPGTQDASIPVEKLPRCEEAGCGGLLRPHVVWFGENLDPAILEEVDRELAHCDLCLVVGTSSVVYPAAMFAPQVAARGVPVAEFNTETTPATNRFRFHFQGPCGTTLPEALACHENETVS
C2C12 statin – suppressors of statin myotoxicity in C2C12 myotubes, primary screen, cell-based, single point, plate reader | C2C12 myotubes + simvastatin, ATP luminescence, 48 h; scaled: DMSO 0, geranylgeraniol control 100 | 330,000 compounds, 0.78% hits | rescue of ATP level, % at 7.49 µM;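 active means mean ATP rescue above about 67%, or every replicate alone reaching that limit, limit read from the data, passing the limit was not always enough; inconclusive means no clear call, values can overlap the other calls; inactive means mean under the limit and some replicate under it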;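 further: myotubes were challenged with 10 µM simvastatin during compound exposure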
ERp5 block – inhibitors of ERp5-driven insulin aggregation, primary screen, biochemical, turbidity, absorbance 650 nm, single point; Protein disulfide-isomerase A6 (Homo sapiens), Q15084; 90 min; inhibition, % at 9.99 µM; 350,000 compounds, 0.05% hits; AID 651711, 2012;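 active means mean replicate inhibition above about 25%, with every replicate also reaching it, limit read from the data, passing the limit was not always enough; inconclusive means only one of those two criteria met; inactive means neither criterion met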
PglD DTNB – C. jejuni PglD acetyltransferase inhibitors, primary screen, biochemical, DTNB colorimetric, single point | UDP-N-acetylbacillosamine N-acetyltransferase PglD (Campylobacter jejuni) | inhibition, % at 12.5 µM | purified PglD enzyme, DTNB colorimetric CoA detection | 360,000 compounds, 0.098% hits; in the data active means inhibition above about 16%, passing the limit was not always enough; inconclusive means no clear call, values can overlap the other calls; further: strong numbers were not always called active
E-sel inducer – E-selectin induction in HUVECs, primary screen, imaging, HUVEC, immunofluorescence imaging, single point; activation, % at 7.58 µM; normalized: neutral wells 0, TNF-alpha wells 100; P16581; 260,000 compounds, 0.37% hits; AID 686992, 2013;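 active means mean E-selectin-positive cell signal at least 10% of the positive control, reached in at least 60% of replicates, without over 20% cell loss; inconclusive means no rule given, readout overlaps actives, possibly toxicity-flagged; inactive means the rest, including those meeting only one limit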;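 further: in these data hits start at about 27%; measured in HUVEC primary endothelial cells; signal is the percent of cells scored E-selectin positive by PE staining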
Target sequence (P16581 whole entry, looked up): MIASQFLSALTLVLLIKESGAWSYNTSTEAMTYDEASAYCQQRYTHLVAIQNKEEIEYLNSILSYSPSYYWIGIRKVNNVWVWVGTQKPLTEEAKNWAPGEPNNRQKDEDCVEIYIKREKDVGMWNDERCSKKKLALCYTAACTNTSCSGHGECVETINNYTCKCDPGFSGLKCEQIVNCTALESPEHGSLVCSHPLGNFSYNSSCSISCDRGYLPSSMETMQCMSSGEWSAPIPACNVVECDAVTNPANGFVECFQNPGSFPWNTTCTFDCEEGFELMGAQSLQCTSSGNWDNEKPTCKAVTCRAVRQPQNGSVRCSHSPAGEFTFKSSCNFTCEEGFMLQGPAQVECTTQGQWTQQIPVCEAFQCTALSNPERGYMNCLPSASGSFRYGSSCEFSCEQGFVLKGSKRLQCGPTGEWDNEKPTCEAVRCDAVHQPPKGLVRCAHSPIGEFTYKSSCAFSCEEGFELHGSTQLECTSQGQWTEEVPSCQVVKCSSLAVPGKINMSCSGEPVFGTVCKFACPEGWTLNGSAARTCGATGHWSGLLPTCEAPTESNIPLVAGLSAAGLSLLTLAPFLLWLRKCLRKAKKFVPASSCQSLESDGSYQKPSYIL
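Assay system: HUVEC primary endothelial cells. Input: 3,000 HUVEC seeded per well. Doses: one compound dose added by pin transfer. Read-out basis: % PE-positive cells. Benchmarks: TNF-alpha high, DMSO low. Detection: immunofluorescence imaging. Buffer or medium: EGM-2, gelatin.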
S100A4 inh HTS – inhibitors of S100A4-myosin IIA peptide binding, primary screen, biochemical, fluorescence polarization, TAMRA-MyoIIA peptide; AID 652163, 2013; Protein S100-A4 (Homo sapiens), P26447; 360,000 compounds, 0.14% hits; inhibition, % at 10.7 µM;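 active means mean inhibition of at least 70% across replicates, with every replicate also reaching that level; inconclusive means mean inhibition reaches 70% but some replicates fall short; inactive means mean inhibition below 70%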
Target sequence (P26447 whole entry, looked up): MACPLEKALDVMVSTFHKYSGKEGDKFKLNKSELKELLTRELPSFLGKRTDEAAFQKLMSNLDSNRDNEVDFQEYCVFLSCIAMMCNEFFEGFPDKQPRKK
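Compound dosing: one dose per compound; test system: human S100A4 monomer with TAMRA-labelled myosin IIA peptide; probe or stimulus: TAMRA-labelled myosin IIA heavy-chain peptide probe, 5 nM; medium: HEPES buffer with Ca2+, pH 7.2; schedule: 5 min incubation before reading; benchmarks: neutral control DMSO, positive control TFP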
DENV2 CPE rescue – inhibitors of DENV2 cytopathic effect, primary screen, cell-based, plate reader, single concentration | CPE inhibition, % at 9.99 µM | AID 651640, 2012 | 350,000 compounds, 1.7% hits | DENV2-infected cells, cytopathic effect rescue; in the data active means CPE inhibition above about 20%, passing the limit was not always enough; inconclusive means no clear call, values can overlap the other calls; tested in BHK-21 cells;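 further: 0% = median of neutral control wells and 100% = median of positive control wells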
The depositor's hits bear a star; ? = inconclusive; . = not tested or not shown. Only part of the results is shown. The share of hits here may be higher or lower than overall.

entry	SMILES	SIRT5 block	C2C12 statin	ERp5 block	PglD DTNB
1	CC(=O)Oc1cccc(C2C3=C(CC(C)(C)CC3=O)Nc3ccccc3N2C(C)=O)c1 (centres undefined)	5.4	-20.6	0.4	5.7
2	S=C(Nc1ccccc1)Nc1ccc(Br)cc1	-2.9	-3.7	-1.6	1.3
3	CCC(C)NC(=O)C1(NC(=O)Nc2ccccc2)CCCCC1 (centres undefined)	-3.1	.	-1.6	.
4	Cc1nc2nc(SCC(=O)O)nn2c(C)c1Cc1ccccc1Cl	1.3	.	0.0	.
5	Cc1nc(N2CCN(c3ccccn3)CC2)c2c(C)c(C(=O)Nc3ccccc3F)sc2n1	-6.7	13.1	2.3	-0.8
6	C[C@@H]1CN([C@@H](C)CO)S(=O)(=O)c2ccc(C#CCC3CCCC3)cc2O[C@H]1CN(C)C(=O)CC1CC1	9.1	-26.4	1.2	2.8
7	CCOc1ccc(N(CC(=O)NC2CCCCC2)C(=O)CCC(=O)Nc2ccccn2)cc1	3.3	-7.9	-0.5	.
8	Cc1ccc(C)c2[nH]c(=O)c(CCNC(=O)CC(C)C)cc12	-5.6	-3.1	9.6	-2.0
9	CCCCn1c(=O)[nH]c(=O)c2c1nc(Cn1ncc(Cl)c(Cl)c1=O)n2CCC	-2.3	-34.4	1.5	-2.7
10	COc1ccc(S(=O)(=O)N(C)C[C@H]2Oc3ccc(NS(=O)(=O)c4ccc(Cl)cc4)cc3CC(=O)N([C@H](C)CO)C[C@@H]2C)cc1	.	31.9	.	9.3

entry	E-sel inducer	S100A4 inh HTS	DENV2 CPE rescue
1	-0.2	-3.1	2.6
2	0.5	19.0	5.9
3	6.9	4.9	.
4	-0.8	0.6	-4.6
5	-1.4	1.5	2.2
6	3.0	-5.8	-5.6
7	0.7	1.2	4.3
8	0.0	-4.9	?
9	.	2.5	0.0
10	0.2	.	-8.3

Three compounds already listed, sorted by count of non-hydrogen atoms, rising:
entry	SMILES	SIRT5 block	C2C12 statin	ERp5 block	PglD DTNB
2	S=C(Nc1ccccc1)Nc1ccc(Br)cc1	-2.9	-3.7	-1.6	1.3
3	CCC(C)NC(=O)C1(NC(=O)Nc2ccccc2)CCCCC1 (centres undefined)	-3.1	.	-1.6	.
5	Cc1nc(N2CCN(c3ccccn3)CC2)c2c(C)c(C(=O)Nc3ccccc3F)sc2n1	-6.7	13.1	2.3	-0.8

entry	E-sel inducer	S100A4 inh HTS	DENV2 CPE rescue
2	0.5	19.0	5.9
3	6.9	4.9	.
5	-1.4	1.5	2.2

(list continues)
entry	SMILES	SIRT5 block	C2C12 statin	ERp5 block	PglD DTNB
11	Cc1cc(C)c(S(=O)(=O)N2CCOC2CNC(=O)C(=O)NCCN(C)C)c(C)c1 (centres undefined)	-1.6	-1.7	2.0	-2.0
12	Cn1cc(CN2CCN(Cc3cccnc3)CC2)c(-c2ccc3c(c2)OCCO3)n1	-1.8	.	-1.0	.
13	CCCCOc1ccc(C(=O)N(Cc2ccccc2)C2CCS(=O)(=O)C2)cc1 (centres undefined)	-2.7	.	6.0	-0.6
14	COc1ccc(C(=O)CCN2CCC(C)CC2)cc1	-4.0	0.8	-6.4	-3.0
15	O=C(NC[C@@H]1[C@@H](c2ccccc2)[C@@H](CO)N1C(=O)C1CC1)NC1CCCC1	3.2	18.9	-3.6	16.1
16	O=c1c(-c2ccccc2)c(-c2ccccc2)oc2cc(O)cc(O)c12	-1.1	-2.4	3.6	-0.8
17	CN(C)C(=O)C[C@H]1C[C@H]2c3cc(NS(=O)(=O)c4ccccc4)ccc3O[C@H]2[C@@H](CO)O1	-3.4	2.7	-0.1	0.4
18	C[C@H]1CN([C@@H](C)CO)C(=O)c2cc(NS(=O)(=O)c3cn(C)cn3)ccc2O[C@H]1CN(C)Cc1ccc(C(=O)O)cc1	-3.7	0.3	8.1	1.1
19	C[C@@H]1CCCCO[C@@H](CN(C)S(=O)(=O)c2ccccc2)[C@H](C)CN([C@@H](C)CO)C(=O)c2cc(NC(=O)Cc3ccccc3)ccc2O1	0.8	.	1.1	3.0
20	C[C@@H]1CN([C@H](C)CO)C(=O)CCCn2cc(nn2)CO[C@@H]1CN(C)Cc1ccc(O)cc1	-1.0	-2.8	-8.0	0.4

entry	E-sel inducer	S100A4 inh HTS	DENV2 CPE rescue
11	-0.7	-8.0	-8.8
12	.	-2.5	-3.1
13	.	-8.7	6.9
14	-0.5	-1.9	2.2
15	0.8	1.9	19.9
16	0.2	-5.0	5.5
17	-0.2	-0.3	2.2
18	.	-3.9	19.0
19	.	-1.8	8.4
20	0.2	20.2	2.6

Other entries
entry	SMILES	SIRT5 block	C2C12 statin	ERp5 block	PglD DTNB
21	Cc1ncc(CO)c(/C=N/Nc2ccc(C(F)(F)F)cn2)c1O	5.0	.	1.9	-0.4
22	CCn1c(C)nc2cc(C(=O)NNC(=O)Nc3ccc(Cl)cc3)ccc21	1.8	8.7	-1.3	-5.7
23	CC(C)(C)c1ccc(O)c(N=Cc2cc3c(cc2[N+](=O)[O-])OCO3)c1	-2.4	2.2	-0.4	1.4
24	Cc1ccc(NS(=O)(=O)c2coc(C(N)=O)c2)cc1F	-0.2	-2.0	5.0	-3.6
25	COc1cccc(C(=O)CSc2nnc(COc3cccc4cccnc34)o2)c1	-3.7	5.6	-6.9	-0.7
26	CCOC(=O)C1=CCC(c2ccc(N(CC)CC)cc2)N(S(=O)(=O)c2ccc(C)cc2)C1c1ccc([N+](=O)[O-])cc1 (centres undefined)	0.5	.	3.7	.
27	CC(C)[C@@H](C(=O)N[C@@H](Cc1ccccc1)C(=O)O)N1C(=O)N2CCc3c([nH]c4ccccc34)[C@@]2(C)C1=O	0.7	-0.1	-4.3	5.0
28	O=C(CCNS(=O)(=O)c1ccc(Cl)cc1)N1CCCCCC1	-4.0	-8.5	-7.8	4.2
29	CCc1ccc(/C=N/n2c(C)cc(C)c(C#N)c2=O)cc1	-0.3	-4.7	-0.4	2.3
30	CC(C)OCCCNC(=S)NNC(=O)C(c1ccccc1)c1ccccc1	-4.5	8.9	3.7	-1.2

entry	E-sel inducer	S100A4 inh HTS	DENV2 CPE rescue
21	0.0	-1.0	-0.1
22	.	2.2	6.5
23	1.8	-6.9	0.2
24	-0.1	-4.2	-10.3
25	.	-2.8	0.8
26	-0.2	2.6	3.6
27	.	2.9	0.5
28	0.0	-0.9	-1.8
29	.	0.6	-3.0
30	.	5.0	0.0

Two compounds from above, showing only ERp5 block, C2C12 statin and SIRT5 block.
entry	SMILES	ERp5 block	C2C12 statin	SIRT5 block
23	CC(C)(C)c1ccc(O)c(N=Cc2cc3c(cc2[N+](=O)[O-])OCO3)c1	-0.4	2.2	-2.4
29	CCc1ccc(/C=N/n2c(C)cc(C)c(C#N)c2=O)cc1	-0.4	-4.7	-0.3

(list continues)
entry	SMILES	SIRT5 block	C2C12 statin	ERp5 block	PglD DTNB
31	CCCC#Cc1ccc([C@@H]2[C@@H](CO)N3C(=O)CN(C(=O)Nc4ccc(F)cc4)C[C@@H]23)cc1	-4.5	.	4.7	.
32	CC(=O)c1ccc(NC(=O)CNCc2cccs2)cc1	1.1	3.9	-2.2	-4.8
33	Cc1cc(C)c(S(=O)(=O)n2c([N+](=O)[O-])cnc2C)cc1C	1.1	.	4.2	.
34	O=C(C[C@H]1C[C@H]2c3cc(NC(=O)NC4CCCC4)ccc3O[C@H]2[C@H](CO)O1)NCc1cccc(F)c1	-2.5	2.0	2.0	2.0
35	CC(=O)N(C[C@H]1N[C@H](CO)[C@H]1c1ccc(-c2ccccc2)cc1)C(C)C	3.1	0.0	1.5	2.5
36	O=Cc1ccc(N2Cc3ccccc3C2)cc1	.	3.2	0.1	2.0
37	COc1cc(C(=O)NNC(=O)c2ccco2)cc(OC)c1OC	1.0	-5.9	0.1	-2.8
38	CC1OC(Nc2ccc(N=Nc3ccccc3)cc2)C(O)C(O)C1O (centres undefined)	4.2	2.2	2.2	-7.1
39	CS(=O)(=O)N(Cc1ccccc1)c1ccc(C(=O)Nc2ccccc2C(=O)O)cc1	0.3	8.2	5.3	-3.4
40	Cn1nccc1C(=O)Nc1ccc(S(=O)(=O)N2CCCC2)cc1	-5.9	3.6	1.6	4.2

entry	E-sel inducer	S100A4 inh HTS	DENV2 CPE rescue
31	0.5	5.1	-9.7
32	-0.2	-2.4	2.0
33	0.0	1.0	-0.6
34	-0.2	7.3	7.0
35	0.2	-3.6	-5.3
36	.	-5.4	-3.8
37	0.0	0.8	7.5
38	.	-3.3	?
39	0.1	-27.5	9.4
40	-3.0	-1.7	-0.7

Other structures follow:
entry	SMILES	SIRT5 block	C2C12 statin	ERp5 block	PglD DTNB
41	CCCNC(=O)N1CC2(CN(S(=O)(=O)CC)C2)c2c([nH]c3cc(OC)ccc23)[C@@H]1CO	.	.	3.3	.
42	NC(=O)C1CCCN(C(=S)Nc2cccc3ccccc23)C1 (centres undefined)	-3.9	-1.9	10.2	-2.3
43	CCCC1NC(=O)c2cccnc2-n2c1nc1ccc(C)cc1c2=O (centres undefined)	-3.6	0.1	-2.0	-4.5
44	CO[C@H]1CN(C)C(=O)c2ccc(NS(=O)(=O)c3ccccc3)cc2OC[C@@H](C)N(Cc2cccnc2)C[C@H]1C	-2.4	3.9	1.9	0.6
45	Clc1cccc(Cc2c(-c3cccc(Br)c3)nc3ccc(Cl)cn23)c1	-0.9	-0.3	-1.8	3.0
46	COC(=O)Cc1ccc(Oc2ncc(C(F)(F)F)cc2Cl)cc1	2.2	.	-0.8	.
47	CCN(CC(=O)Nc1c(F)cccc1F)C(=O)C1CCCO1 (centres undefined)	-2.7	0.1	1.6	-4.4
48	COc1ccc(-c2csc(NC3OC(=O)c4c3ccc(OC)c4OC)n2)cc1OC (centres undefined)	5.3	.	.	-0.3
49	COc1ccccc1NC(=O)N1CCCCN2[C@H](CO)[C@H](c3ccc(C#CC4CC4)cc3)[C@@H]2C1	0.6	.	1.4	.
50	COCC(=O)N(C)C[C@@H]1Oc2cc(C#Cc3ccccc3)ccc2S(=O)(=O)N([C@@H](C)CO)C[C@H]1C	0.3	20.2	8.3	-0.4

entry	E-sel inducer	S100A4 inh HTS	DENV2 CPE rescue
41	-0.3	3.2	-10.9
42	-1.1	4.1	8.5
43	0.1	-2.6	-1.0
44	-0.1	-5.4	-5.3
45	0.0	-6.3	-1.8
46	.	-11.1	-4.6
47	-0.2	0.2	.
48	.	-1.3	0.1
49	.	5.0	-9.2
50	-0.2	4.9	3.8

Next part
entry	SMILES	SIRT5 block	C2C12 statin	ERp5 block	PglD DTNB
51	CC(=O)c1ccc(OCC(C)Oc2ccc(C#N)cc2)cc1 (centres undefined)	-5.3	3.6	-1.7	14.3
52	CSCCC(=O)N1CCC(n2nccc2NC(=O)CCc2ccccc2)CC1	-2.6	-2.2	-1.3	0.3
53	CC(CCc1ccccc1)NC(=O)CNC(=S)N(Cc1cccs1)C1CCCC1 (centres undefined)	-5.8	.	-0.2	.
54	Cc1cc(C)c(NC(=O)CNC(=O)Cc2ccc(S(=O)(=O)N3CCOCC3)s2)c(C)c1	-6.5	9.2	4.4	-2.9

entry	E-sel inducer	S100A4 inh HTS	DENV2 CPE rescue
51	2.6	-1.8	-5.6
52	-0.4	-10.4	-2.0
53	-1.4	5.0	3.7
54	-0.4	-12.2	-2.1
